EBV gp42 block = blocks Epstein-Barr virus glycoprotein 42 binding | Fluorescence polarization binding assay, mP read-out | inhibition, % (tested at 21.74 µM) | 0.42% of 220,000 active; in the data active = inhibition above about 50%
Target sequence (Q1HVG2 whole entry, looked up): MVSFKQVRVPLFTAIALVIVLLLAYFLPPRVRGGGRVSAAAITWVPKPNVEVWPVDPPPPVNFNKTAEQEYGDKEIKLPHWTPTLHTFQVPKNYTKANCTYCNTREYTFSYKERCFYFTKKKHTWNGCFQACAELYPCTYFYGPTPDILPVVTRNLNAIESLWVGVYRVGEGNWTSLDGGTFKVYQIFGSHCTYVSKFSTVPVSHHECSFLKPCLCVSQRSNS
14-3-3 Bad inh = disrupts binding of bovine 14-3-3 zeta to phospho-Bad peptide; TR-FRET 14-3-3zeta/Dy647-pBad peptide displacement, 1 h; inhibition, % at 21.7 µM; 0.71% of 220,000 active; P63103;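 active = inhibition above about 70%, limit read from the data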;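 note: 0% = full 14-3-3 plus peptide FRET controls and 100% = background without 14-3-3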
Target sequence (P63103 whole entry, looked up): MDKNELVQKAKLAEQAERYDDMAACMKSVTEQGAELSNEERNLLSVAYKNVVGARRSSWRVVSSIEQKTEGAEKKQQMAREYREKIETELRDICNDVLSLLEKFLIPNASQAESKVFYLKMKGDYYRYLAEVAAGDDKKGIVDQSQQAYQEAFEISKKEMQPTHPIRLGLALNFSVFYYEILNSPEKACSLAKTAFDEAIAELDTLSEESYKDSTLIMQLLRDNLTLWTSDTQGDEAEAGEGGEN
Runt-SMMHC FRET = inhibitors of human RUNX1 Runt domain binding to CBFb-SMMHC; Q01196+Q13951; Cerulean-Runt/Venus-CBFb-SMMHC FRET ratio 530/480, 1 h; inhibition, % at 20 µM; 0.74% of 220,000 active; AID 1434;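 active = mean inhibition across duplicate retests at 20 µM reaching about 50%, limit read from the data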;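 note: 0% = DMSO wells and 100% = wells with excess untagged CBFb-SMMHC; inhibitors lower the FRET ratio by blocking Runt binding to CBFb-SMMHC; some results filed as inactive read as strong as hits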
Mdm2 ligase inh = Mdm2 E3 ligase (human) inhibition; AID 1230; cell-based MDM2 ubiquitination luciferase reporter, 2 h; 0 = plate control, 100 = twice control, blank-subtracted; 0.11% of 210,000 active; Q00987; signal enhancement, % at 5 µM;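 active = signal enhancement of 30% or more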;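 note: luminescence tracks abundance of the self-degrading MDM2-luciferase fusion protein; higher signal means inhibition of MDM2 E3 ligase activity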
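Test system: mammalian cells stably expressing self-ubiquitinating, self-degrading MDM2 E3–luciferase fusion; Amount: 2000 cells in each well; Medium: DMEM; Schedule: 4 h settle plus 2 h compound, 37 °C; Technique: SteadyLite luciferase luminescence after 15 min room-temperature reagent incubation; Benchmarks: plate control and blank wells.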
NCF1 inh = blocks human p47phox regulatory protein of NADPH oxidases; P14598; p47phox/p22phox peptide binding, fluorescence polarization, 2 h; inhibition, % at 24.7 µM; 0.53% of 220,000 active;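 active = inhibition above about 30%, limit read from the data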;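 note: 0% = p47phox with labelled peptide and 100% = labelled peptide alone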
Target sequence (P14598 whole entry, looked up): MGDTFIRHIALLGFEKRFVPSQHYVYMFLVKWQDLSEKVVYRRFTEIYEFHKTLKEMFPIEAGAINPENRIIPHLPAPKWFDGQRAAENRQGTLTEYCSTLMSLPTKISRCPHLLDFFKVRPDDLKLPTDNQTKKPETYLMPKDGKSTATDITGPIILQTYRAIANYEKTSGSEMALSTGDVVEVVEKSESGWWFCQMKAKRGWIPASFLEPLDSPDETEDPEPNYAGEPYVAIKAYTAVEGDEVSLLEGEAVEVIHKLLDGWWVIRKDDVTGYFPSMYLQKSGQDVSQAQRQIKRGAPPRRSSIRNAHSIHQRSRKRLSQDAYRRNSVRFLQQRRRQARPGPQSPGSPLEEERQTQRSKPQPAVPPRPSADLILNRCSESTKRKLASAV
L929 necroptosis = blocks zVAD induced death of L929 cells; L929 zVAD necroptosis rescue, ATP luminescence, 24 h; with zVAD 60 µM; viability rescue, % at 10 µM; 0.38% of 220,000 active; AID 1377;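 active = activation, scaled between plate controls, above about 75%, limit read from the data; inactive = activation under that limit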;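 note: 0% = zVAD with DMSO and 100% = DMSO alone without zVAD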
TbHK1 inh = blocks Trypanosoma brucei hexokinase 1 activity | AID 1430 | recombinant TbHK1, G6PDH-coupled NADH A340 | inhibition, % at 10 µM | 0.11% of 220,000 active;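 active = inhibition of 50% or more in the single-dose primary screen; inactive = inhibition below 50%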
Hck Nef HTS = blocks Nef-activated human Hck kinase; P08631; Recombinant Hck-YEEI plus Nef, Z-Lyte FRET kinase assay; inhibition, % at 20 µM; 0.68% of 220,000 active; AID 463187;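 active = Hck-Nef kinase inhibition above about 50%, limit read from the data; inactive = inhibition below that limit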;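 note: 0% = DMSO with Hck plus Nef and 100% = Hck alone without Nef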
Runt-CBFb FRET = inhibitors of human RUNX1 Runt domain binding to CBFb; Q01196+Q13951; Cerulean-Runt/Venus-CBFb FRET ratio 530/480, 1 h; inhibition, % at 20 µM; 0.46% of 220,000 active;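 active = inhibition over about 50% at 20 µM in the single-dose screen, limit read from the data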;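 note: 0% = DMSO wells and 100% = excess unlabeled CBFb competitor control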
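Measured by: fluorescence energy transfer, 422 nm excitation, 530/480 nm emission; test system: Cerulean-tagged RUNX1 Runt domain (FRET donor) fusion protein; buffer or medium: Tris pH 7.5 buffer with BSA; compound: one dose, 20 µM compound, 1% DMSO; times: two 1 h room-temperature incubations shielded from light; benchmarks: unlabeled CBFb 5 µM, positive control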
The depositor's hits bear a star; [ ] = another dose, or the depositor's remark.

For C[C@H]1C[C@@H]2[C@H]([C@@H](O)C[C@@]3(C)[C@H]2CC[C@]3(O)C(=O)CO)[C@@]2(C)C=CC(=O)C=C12 the results were EBV gp42 block -8.4, 14-3-3 Bad inh 0.5, Runt-SMMHC FRET -1.9, NCF1 inh 3.5, L929 necroptosis 70.1, TbHK1 inh -5.8, Hck Nef HTS -4.6 and Runt-CBFb FRET -0.1.
For O=C(NCc1ccccc1)c1ccc(Cn2cc(C(F)(F)F)ccc2=O)cc1 the results were EBV gp42 block -18.5, 14-3-3 Bad inh -5.4, Runt-SMMHC FRET 0.6, Mdm2 ligase inh 1.6, NCF1 inh -4.6, L929 necroptosis 1.3, TbHK1 inh 2.5, Hck Nef HTS 0.9 and Runt-CBFb FRET -2.1.
Screening O=C(Cc1ccccc1)N/N=C/c1ccc(S(=O)(=O)O)o1 returned EBV gp42 block -11.1, 14-3-3 Bad inh 3.0, Runt-SMMHC FRET -0.3, Mdm2 ligase inh -2.1, NCF1 inh -3.4, L929 necroptosis -0.2, TbHK1 inh -5.7, Hck Nef HTS 13.0 and Runt-CBFb FRET -1.6.
Screening CC(C)(C)c1cc(C(=O)N2CCc3ccccc32)ccn1 returned EBV gp42 block -15.0, 14-3-3 Bad inh 6.7, Runt-SMMHC FRET 0.7, Mdm2 ligase inh -13.4, NCF1 inh -14.0, L929 necroptosis 0.9, TbHK1 inh 1.3, Hck Nef HTS -0.6 and Runt-CBFb FRET -0.4.
CCCS(=O)(=O)N1CCc2cc(OC)c(OC)cc2C1 was read as EBV gp42 block -17.8, 14-3-3 Bad inh -4.7[fluorescence artefact?], Runt-SMMHC FRET -0.2, Mdm2 ligase inh -13.0, NCF1 inh -1.7, L929 necroptosis 0.0, TbHK1 inh -3.0, Hck Nef HTS 2.2 and Runt-CBFb FRET 0.4.
Screening CN(C)CCCNc1oc(-c2ccccc2)nc1C#N returned EBV gp42 block -25.0, 14-3-3 Bad inh 0.2[fluorescence artefact?], Runt-SMMHC FRET -1.1, Mdm2 ligase inh -6.9, NCF1 inh -9.9, L929 necroptosis 1.6, TbHK1 inh -9.8, Hck Nef HTS -9.2 and Runt-CBFb FRET -1.8.
For Cc1cc2ncc(C(=O)Nc3ccsc3C(=O)O)c(C)n2n1 the results were EBV gp42 block -10.4, 14-3-3 Bad inh -3.5, Runt-SMMHC FRET -6.6, Mdm2 ligase inh -45.4, NCF1 inh -11.7, L929 necroptosis 0.1, TbHK1 inh -6.1, Hck Nef HTS -4.9 and Runt-CBFb FRET 1.6.
`O=C(NC1CCCC1)c1ccc2nc(-c3ccco3)c(-c3ccco3)nc2c1` gave EBV gp42 block 21.4, 14-3-3 Bad inh -5.8[fluorescence artefact?], Runt-SMMHC FRET -22.7, Mdm2 ligase inh -8.3, NCF1 inh 12.3, L929 necroptosis 1.9, TbHK1 inh -8.2, Hck Nef HTS 11.5 and Runt-CBFb FRET -4.0.
For CCc1ccc(C(=O)NC(=S)Nc2ccc3c(c2)OCCO3)cc1 the results were EBV gp42 block 3.6, 14-3-3 Bad inh 5.4, Runt-SMMHC FRET 1.8, Mdm2 ligase inh -17.0, NCF1 inh -15.9, L929 necroptosis 0.8, TbHK1 inh -0.4, Hck Nef HTS 3.3 and Runt-CBFb FRET 2.9.
Cc1cccc2nc(CSc3ccccc3C(=O)O)cn12 was read as EBV gp42 block 6.4, 14-3-3 Bad inh 3.1, Runt-SMMHC FRET 2.2, Mdm2 ligase inh -2.6, NCF1 inh 0.4, L929 necroptosis 0.0, TbHK1 inh -3.0, Hck Nef HTS -0.1 and Runt-CBFb FRET 1.3.
For COc1ccc(Cc2noc(CN(C)CC3(N4CCOCC4)CCCCC3)n2)cc1OC the results were EBV gp42 block -9.2, 14-3-3 Bad inh -1.9, Runt-SMMHC FRET -1.8, Mdm2 ligase inh -13.0, NCF1 inh -9.2, L929 necroptosis -0.6, TbHK1 inh -9.3, Hck Nef HTS 1.7 and Runt-CBFb FRET -0.8.
C=C1N(CCCCCC(=O)O)C(=O)OC12CCCCC2 was read as EBV gp42 block 3.9, 14-3-3 Bad inh 4.8, Runt-SMMHC FRET 1.1, Mdm2 ligase inh -13.9, NCF1 inh -4.7, L929 necroptosis 4.7, TbHK1 inh 7.6, Hck Nef HTS -0.3 and Runt-CBFb FRET 0.6.
COc1ccc(C(=O)NCCc2cc3c(OC)ccc(OC)c3[nH]c2=O)cc1OC was read as EBV gp42 block 9.8, 14-3-3 Bad inh 7.5, Runt-SMMHC FRET 2.4, Mdm2 ligase inh -37.1, NCF1 inh -1.7, L929 necroptosis 2.6, TbHK1 inh -1.1, Hck Nef HTS 6.5 and Runt-CBFb FRET -1.4.
Cc1cc(C)n2nc3ccccc3c2n1 was read as EBV gp42 block -1.3, 14-3-3 Bad inh 2.4, Runt-SMMHC FRET -6.8, Mdm2 ligase inh -2.1, NCF1 inh -11.3, L929 necroptosis 0.2, TbHK1 inh -7.2, Hck Nef HTS 2.3 and Runt-CBFb FRET -2.3.
`CCC1CCCCN1C(=O)c1sc2nc(C)nc(N(CC)CC)c2c1C` (stereo not given) gave EBV gp42 block -14.3, 14-3-3 Bad inh -14.8, Runt-SMMHC FRET -1.4, Mdm2 ligase inh -0.7, NCF1 inh -7.0, L929 necroptosis -1.5, TbHK1 inh -7.3, Hck Nef HTS 26.3 and Runt-CBFb FRET -3.4.
Screening O=C1c2ccccc2C(=O)N1CCCCCc1nc(-c2ccccc2)no1 returned EBV gp42 block -8.2, 14-3-3 Bad inh -3.9, Runt-SMMHC FRET -4.2, Mdm2 ligase inh -15.4, NCF1 inh -1.6, L929 necroptosis -0.1, TbHK1 inh 1.1, Hck Nef HTS 1.5 and Runt-CBFb FRET -1.5.
CCCCC(=O)Nc1ccc(NC(=O)c2ccccc2[N+](=O)[O-])cc1OC was read as EBV gp42 block -12.9, 14-3-3 Bad inh -18.8, Runt-SMMHC FRET -0.1, Mdm2 ligase inh 0.3, NCF1 inh -0.9, L929 necroptosis 1.6, TbHK1 inh 29.5, Hck Nef HTS 1.0 and Runt-CBFb FRET -2.4.
`O=C(NCCc1ccccn1)c1cc(-c2cccc3ccccc23)nc2ccccc12` gave EBV gp42 block -11.5, 14-3-3 Bad inh -3.0, Runt-SMMHC FRET 0.6, Mdm2 ligase inh -15.4, NCF1 inh -6.5, L929 necroptosis 0.0, TbHK1 inh -5.0, Hck Nef HTS -1.0 and Runt-CBFb FRET -0.4.
`CCOC(=O)c1c(NC(=O)c2ccc(N3C(=O)[C@@H]4[C@H](C3=O)[C@H]3C=C[C@@H]4C3)cc2)sc2c1CCCC2` gave EBV gp42 block -10.7, 14-3-3 Bad inh -7.1[fluorescence artefact?], Runt-SMMHC FRET -4.0, Mdm2 ligase inh -1.3, NCF1 inh -21.8, L929 necroptosis 7.2, TbHK1 inh -16.1, Hck Nef HTS 2.5 and Runt-CBFb FRET -6.7.
`CCN1C/C(=C/c2ccc(OC)c(O)c2)C(=O)/C(=C/c2ccc(OC)c(O)c2)C1` gave EBV gp42 block 0.8, 14-3-3 Bad inh -11.9, Runt-SMMHC FRET -7.6, Mdm2 ligase inh 49.6*, NCF1 inh 3.6, L929 necroptosis 57.5, TbHK1 inh -9.3, Hck Nef HTS 22.7 and Runt-CBFb FRET -1.8.

The final 2 compounds of the part above come first, to join the parts.
`CCOC(=O)c1c(NC(=O)c2ccc(N3C(=O)[C@@H]4[C@H](C3=O)[C@H]3C=C[C@@H]4C3)cc2)sc2c1CCCC2` gave EBV gp42 block -10.7, 14-3-3 Bad inh -7.1[fluorescence artefact?], Runt-SMMHC FRET -4.0, Mdm2 ligase inh -1.3, NCF1 inh -21.8, L929 necroptosis 7.2, TbHK1 inh -16.1, Hck Nef HTS 2.5 and Runt-CBFb FRET -6.7.
`CCN1C/C(=C/c2ccc(OC)c(O)c2)C(=O)/C(=C/c2ccc(OC)c(O)c2)C1` gave EBV gp42 block 0.8, 14-3-3 Bad inh -11.9, Runt-SMMHC FRET -7.6, Mdm2 ligase inh 49.6*, NCF1 inh 3.6, L929 necroptosis 57.5, TbHK1 inh -9.3, Hck Nef HTS 22.7 and Runt-CBFb FRET -1.8.
O=C(NC1CCS(=O)(=O)C1)/C(=C/c1ccco1)NC(=O)c1ccccc1 (stereo not given) was read as EBV gp42 block -8.7, 14-3-3 Bad inh -2.4, Runt-SMMHC FRET -6.3, Mdm2 ligase inh -13.4, NCF1 inh -2.5, L929 necroptosis -0.1, TbHK1 inh -11.7, Hck Nef HTS 5.1 and Runt-CBFb FRET 3.1.
For Cc1ccc(N=c2c([N+](=O)[O-])nn(-c3ccccc3)n2O)c(C)c1 the results were EBV gp42 block -3.5, 14-3-3 Bad inh -2.5, Runt-SMMHC FRET -3.6, Mdm2 ligase inh -5.3, NCF1 inh -1.9, L929 necroptosis -0.7, TbHK1 inh -9.7, Hck Nef HTS 4.1 and Runt-CBFb FRET -0.5.
For CC(=O)CSc1nc(-c2cccs2)c(C#N)c(=O)[nH]1 the results were EBV gp42 block -16.0, 14-3-3 Bad inh -1.6, Runt-SMMHC FRET -3.6, Mdm2 ligase inh 5.4, NCF1 inh -20.5, L929 necroptosis 3.5, TbHK1 inh -10.3, Hck Nef HTS 35.5 and Runt-CBFb FRET -0.1.
`COc1ccc(C(=O)N/N=C2\SCC(=O)N2Cc2ccc3c(c2)OCO3)c(OC)c1` gave EBV gp42 block -6.2, 14-3-3 Bad inh 1.5, Runt-SMMHC FRET -20.2, Mdm2 ligase inh -3.4, NCF1 inh -2.9, L929 necroptosis -0.2, TbHK1 inh 18.2, Hck Nef HTS 3.5 and Runt-CBFb FRET -7.5.
Screening CN1CCN(c2nc(N3CCN(c4ccccc4)CC3)ncc2F)CC1 returned EBV gp42 block -7.5, 14-3-3 Bad inh -1.9, Runt-SMMHC FRET 0.3, Mdm2 ligase inh -5.8, NCF1 inh -4.2, L929 necroptosis 0.0, TbHK1 inh 1.4, Hck Nef HTS 5.4 and Runt-CBFb FRET 0.4.
`O=C(CSc1nnc(C2CC2)n1Cc1ccccc1)c1ccc(S(=O)(=O)N2CCOCC2)cc1` gave EBV gp42 block -9.6, 14-3-3 Bad inh 0.8, Runt-SMMHC FRET 3.7, Mdm2 ligase inh -27.2, NCF1 inh -4.7, L929 necroptosis 0.2, TbHK1 inh -5.5, Hck Nef HTS 0.1 and Runt-CBFb FRET 5.1.
For CCCOc1ccc(-c2nnc(-c3ccco3)o2)cc1 the results were EBV gp42 block -19.0, 14-3-3 Bad inh -5.4, Runt-SMMHC FRET -1.3, Mdm2 ligase inh -70.7, NCF1 inh 1.3, L929 necroptosis -0.3, TbHK1 inh 4.0, Hck Nef HTS 1.6 and Runt-CBFb FRET -4.0.
Screening COc1ccc(-c2nnc(SCC3CCCO3)n2C)cc1 (stereo not given) returned EBV gp42 block -5.1, 14-3-3 Bad inh 24.3, Runt-SMMHC FRET -1.3, Mdm2 ligase inh -23.6, NCF1 inh -4.6, L929 necroptosis 2.5, TbHK1 inh -3.9, Hck Nef HTS 4.2 and Runt-CBFb FRET -1.2.
`CCOC(=O)C1=NN(c2ccccc2)C(c2ccccc2)CC1=O` (stereo not given) gave EBV gp42 block -2.4, 14-3-3 Bad inh -5.2, Runt-SMMHC FRET 1.5, Mdm2 ligase inh 8.8, NCF1 inh -11.2, L929 necroptosis 0.2, TbHK1 inh -10.8, Hck Nef HTS 9.3 and Runt-CBFb FRET -0.5.
